CSN deneddyl inh: inhibitors of CSN-mediated cullin deneddylation, primary screen, biochemical, fluorescence polarization, uHTS | 0.38% of 360,000 active | inhibition, % at 12.5 µM | Purified CSN, SCF-Nedd8-OG deneddylation;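 active = pattern-corrected inhibition above about 35%, with an unprinted fluorescence ratio check between 0.5 and 1.5, limit read from the data, passing the limit was not always enough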;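 also: 0% = enzyme with substrate and 100% = substrate without enzyme; some results filed as inactive read as strong as hits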
Target sequence (Q92905 whole entry, looked up, one chain of several): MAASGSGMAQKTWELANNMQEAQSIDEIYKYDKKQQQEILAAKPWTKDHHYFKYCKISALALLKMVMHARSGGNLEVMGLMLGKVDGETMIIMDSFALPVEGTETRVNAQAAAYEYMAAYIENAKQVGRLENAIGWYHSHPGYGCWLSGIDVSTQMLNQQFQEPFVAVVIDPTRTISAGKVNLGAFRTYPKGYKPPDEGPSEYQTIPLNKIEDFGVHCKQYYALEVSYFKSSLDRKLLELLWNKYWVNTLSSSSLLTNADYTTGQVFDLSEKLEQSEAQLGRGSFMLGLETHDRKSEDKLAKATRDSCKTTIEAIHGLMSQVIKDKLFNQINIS
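test system = HEK293T-derived human Csn5 enzyme | amount = 0.24 nM Csn5 enzyme, final concentration | medium = Tris/NaCl/DTT buffer, pH 7.5 | schedule = 90 min reaction at room temperature | signal = FP | evaluation = inhibition of Csn5 cleavage, % | compound dosing = single dose of 12.5 µM compound with 0.25% DMSO | probe or stimulus = 10 nM SCFSkp2-Nedd8OG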
TbMetRS inhib: T. brucei MetRS inhibitors, primary screen, biochemical, luminescence. 0.4% of 360,000 active. methionyl-tRNA synthetase (Trypanosoma brucei brucei). inhibition, % at 11.9 µM. purified T. brucei MetRS, ATP depletion, Kinase-Glo luminescence. AID 624268, 2012;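 active = inhibition above a per-plate cutoff of the control wells' mean inhibition plus 3 SD, cut at about 5.5% in these data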;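 also: 0% = DMSO wells median and 100% = median of wells with control inhibitor compound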
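System: purified T. brucei MetRS enzyme / Detection: Kinase-Glo luciferase luminescence reporting remaining unconsumed ATP / Medium: HEPES buffer with MgCl2, KCl, DTT, spermine, BSA, pyrophosphatase / Replication: singlicate, one well per compound / Evaluation: percent inhibition relative to median high and low control wells / Schedule: 2 h aminoacylation at 25 °C after 15 min preincubation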
MsrA act: bovine MsrA enzyme activators, primary screen, biochemical, absorbance, HTS; Methionine sulfoxide reductase A (Bos taurus); purified bovine MsrA, absorbance read-out; activation, % at 10.6 µM; 0.3% of 360,000 active; AID 602163, 2012; in the data active = activation above about 7.5%;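 also: 0% = vehicle and 100% = reference activator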
Rin1 Abl inh: inhibitors of Rin1-Abl protein binding, primary screen, biochemical, TR-FRET; Tyrosine-protein kinase ABL1 (Homo sapiens) + Ras and Rab interactor 1 (Homo sapiens), …; inhibition, % at 7.35 µM; 0.4% of 360,000 active; in the data active = inhibition above about 5%, passing the limit was not always enough
Neddyl block: inhibitors of cullin neddylation, primary screen, biochemical, TR-FRET, uHTS, NAE and Ubc12. AID 651699, 2012. 0.58% of 360,000 active. NEDD8-conjugating enzyme Ubc12 (Homo sapiens) + NEDD8-activating enzyme E1 regulatory …. calls only at 25 µM; in the data active = inhibition above about 36%
FAS TE block: FAS thioesterase domain inhibitors, primary screen, biochemical, fluorescence intensity, uHTS. recombinant FAS-TE, OMFH fluorogenic substrate, fluorescence endpoint. inhibition, % at 15 µM. 0.67% of 360,000 active. AID 602261, 2012;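 active = compounds whose normalised, plate-corrected inhibition of enzyme fluorescence in the single-dose primary screen is 50% or more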;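 also: 0% = DMSO with enzyme and 100% = substrate without enzyme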
eLon inh: inhibitors of E. coli Lon protease, primary screen, biochemical, fluorescence polarization | P0A9M0 | purified E. coli Lon protease | inhibition, % at 7.94 µM | 0.42% of 360,000 active | AID 602123, 2011; in the data active = inhibition above about 13%, passing the limit was not always enough;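 also: 0% = enzyme with probe and DMSO and 100% = no enzyme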
PABP1 MLLE inh: inhibitors of PABP1 MLLE–PAM2 peptide binding, primary screen, biochemical, fluorescence polarization, FITC-PAM2, GST-MLLE. Polyadenylate-binding protein 1 (Homo sapiens), P11940. inhibition, % at 20 µM. 0.36% of 360,000 active; in the data active = inhibition above about 35%, passing the limit was not always enough;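 also: plate controls were DMSO wells with GST-MLLE for no effect and wells lacking GST-MLLE protein for full effect; some results filed as inactive read as strong as hits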
Target sequence (P11940 whole entry, looked up): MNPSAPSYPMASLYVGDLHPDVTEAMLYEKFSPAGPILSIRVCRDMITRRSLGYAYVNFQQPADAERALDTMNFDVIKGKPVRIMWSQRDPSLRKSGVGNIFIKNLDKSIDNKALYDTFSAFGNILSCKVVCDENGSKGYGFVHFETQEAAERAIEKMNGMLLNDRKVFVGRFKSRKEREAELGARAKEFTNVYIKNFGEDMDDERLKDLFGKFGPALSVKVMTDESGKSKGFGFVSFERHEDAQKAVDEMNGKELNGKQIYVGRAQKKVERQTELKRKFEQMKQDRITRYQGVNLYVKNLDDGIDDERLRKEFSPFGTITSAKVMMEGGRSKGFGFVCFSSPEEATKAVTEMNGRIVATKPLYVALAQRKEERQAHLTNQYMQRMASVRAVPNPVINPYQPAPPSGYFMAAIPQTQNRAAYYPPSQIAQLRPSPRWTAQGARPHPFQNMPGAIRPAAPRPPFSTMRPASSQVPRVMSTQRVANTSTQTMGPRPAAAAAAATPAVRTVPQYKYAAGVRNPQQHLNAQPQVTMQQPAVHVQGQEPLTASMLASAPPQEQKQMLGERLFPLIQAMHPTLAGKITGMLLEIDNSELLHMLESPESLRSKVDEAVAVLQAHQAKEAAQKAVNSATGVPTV
MsrA inhibitor: bovine MsrA enzyme inhibitors, primary screen, biochemical, absorbance, HTS; purified bovine MsrA, absorbance read-out; inhibition, % at 15.5 µM; 0.75% of 360,000 active; AID 651718, 2012; in the data active = inhibition above about 4.5%;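 also: 0% = vehicle wells with enzyme and 100% = reference inhibitor wells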
Numbers without * were called inactive; i = inactive; x = not tested or not shown; + = active, no number.

#	SMILES	CSN deneddyl inh	TbMetRS inhib	MsrA act	Rin1 Abl inh	Neddyl block	FAS TE block	eLon inh	PABP1 MLLE inh	MsrA inhibitor
1	CCCCN(C)CCCNC(=O)c1cc(=O)[nH]c2ccc(S(=O)(=O)N3CCCCC3C)cc12 (stereo not drawn)	-2	-0.3	1	0	i	-9	-4	-5	0.1
2	C=C(C)CC(Nc1ccc(OC)cc1)c1ccco1 (stereo not drawn)	-4	0.1	-1	-1	i	-5	3	5	-0.2
3	CCOC(=O)c1[nH]c(C)c(C(=O)OCC(=O)N2CCc3ccccc32)c1C	-9	-0.8	-4	0	i	-8	139*	4	1.9
4	O=S1(=O)N=C(N(CCO)/N=C/c2ccccc2F)c2ccccc21	-1	0.1	-3	3	i	0	-12	4	5.0*
5	COc1cc(/C=C(\C#N)C(=O)Nc2cccnc2)ccc1OC(C)C	3	-0.2	-1	-4	i	-10	1	1	2.0
6	COc1ccc(OC)c(/C=N/NC(=O)CN2CCSCC2)c1	-19	-0.5	-2	2	x	-11	-4	0	0.6
7	COc1ccc(-c2cn3c(C)c(C(=O)Nc4ccncc4)sc3n2)cc1	17	-0.3	-2	-10	i	0	0	-6	0.3
8	COc1ccc(-n2c(SCC(N)=O)nnc2-c2ccccc2F)cc1	4	-0.9	-10	-1	i	-8	2	-23	0.4
9	CCn1nc(-c2ccccc2)c2nc3ccccc3nc21	-22	-2.1	-10	2	x	-67	-18	124	-0.9
10	Cc1cc(OCc2cc(C(=O)N(C)Cc3nonc3C)no2)cc(C)c1Cl	-4	-0.1	-2	-2	i	29	1	2	0.9
11	Cc1ccc(OCCC(=O)OC(C)C(=O)NC2CC2)cc1 (stereo not drawn)	-7	-0.5	-2	-2	i	-4	1	-15	1.7
12	Cn1c(SCC(=O)N2CCCCCC2)nc2c([nH]c3ccccc32)c1=O	3	-0.6	-10	4	x	-8	1	-13	-0.2
13	COc1ccc(-c2ccc(S(=O)(=O)n3nc(OC(=O)c4cccs4)cc3N)cc2)cc1	0	-0.3	-8	-2	i	19	9	-13	0.3
14	COc1cc(/C=C/C(=O)O)cc(S(=O)(=O)Nc2ccc3nc(C)sc3c2)c1OC	2	-0.6	-6	0	i	-5	4	17	-0.5
15	CC(=O)c1ccc(-c2cnc3c(NC=O)cc(-c4ccccc4Oc4ccccc4)cn23)cc1	3	0.0	-5	-7	x	17	-18	-9	0.5
16	CC1N=C(SCC(=O)c2ccc(F)cc2)N2C(C)N=C(SCC(=O)c3ccc(F)cc3)N12 (stereo not drawn)	5	0.0	-1	3	i	12	-9	-8	1.1
17	CS(=O)(=O)N1CCc2ccc(NC(=O)C3CCCO3)cc2C1 (stereo not drawn)	-3	-0.4	-5	0	i	-5	10	12	0.2
18	COc1ccc(C2(c3ccc(OC)cc3)NC(=O)N(CC(=O)NC3(C#N)CCCCC3)C2=O)cc1	-3	-0.3	-3	-1	i	3	1	14	1.1
19	COC(=O)c1ccc(C(=O)N2CCCC(Nc3ccc(F)c(F)c3)C2)cc1 (stereo not drawn)	-1	-0.1	-3	1	i	6	-6	15	-1.3
20	CCc1c(C)nc2cc(-c3ccc(OC)c(OC)c3)nn2c1NCC1CC1	2	-1.3	-10	-1	x	8	-11	-1	0.1
21	Cc1cc(C)c(NC(=O)CN(C2CCCCC2)C2CCCCC2)c(C)c1	1	-0.5	-6	0	i	-1	5	-3	-0.8
22	CCCCC(CC)CN1C(=O)/C(=C/c2ccncc2)SC1=S (stereo not drawn)	2	-0.9	-1	0	i	34	4	-1	-1.3
23	O=C(c1ccoc1)N1CCC2(CC1)Oc1ccc(Cl)cc1C(=O)C21CC(c2ccc(Cl)cc2)=NO1 (stereo not drawn)	2	0.1	-12	2	i	14	2	20	1.1
24	COc1ccc(S(=O)(=O)Nc2c(NC3CCCCC3)c3ccccc3oc2=O)cc1	2	-1.1	-5	2	i	6	2	-1	-0.3
25	COc1ccc(C(O)P(=O)(OC(C)C)OC(C)C)cc1OC (stereo not drawn)	-2	-0.1	-3	0	i	-5	-4	7	-0.4
26	Cc1ccc(-c2nc3cnccn3c2Nc2ccccc2)o1	3	-0.4	-5	2	x	-2	-3	12	0.6
27	Cc1ccc(NC(=O)N(Cc2cccnc2)Cc2ccco2)cc1C	2	-0.2	-1	0	i	-2	1	6	0.5
28	CC(=O)Nc1ccc(S(=O)(=O)NCC(=O)OCC(=O)N2CCc3ccccc32)cc1	1	-0.7	0	-8	i	1	5	-15	1.9
29	COc1ccccc1-c1cnn2c(NCc3ccccc3)cc(C)nc12	1	-0.1	0	0	x	17	2	-11	-0.6
30	COc1cc(Cl)c(C)cc1NC(=S)NN	3	-0.2	-2	5	i	-2	0	8	-0.4
31	COc1ccccc1C(=O)NC(=O)COC(=O)CN1C(=O)NC2(CCCCC2C)C1=O (stereo not drawn)	-1	-0.3	-4	3	i	-3	-2	-14	-0.8
32	COc1ccc(/C=C\c2cc(OC)c(OC)cc2CC[N+](C)(C)C)cc1OC	-2	0.1	-5	-7	+	-5	-1	-110	3.7
33	NC(=O)c1cc([N+](=O)[O-])ccc1NCc1ccccn1	-2	-0.3	-9	1	i	1	10	6	1.2
34	CSc1ccc(S(=O)(=O)NCc2ccc(Cl)cc2)cc1	-2	-1.2	-13	3	i	11	-7	21	-0.2
35	C=CCN1C(=O)N(CC=C)c2cccc3cccc1c23	4	1.4	5	1	i	13	4	-4	0.2
36	O=C(Nc1ccccc1[N+](=O)[O-])c1cc2ccccc2nc1Cl	-3	0.2	0	-3	i	-4	-2	17	-0.2
37	C[C@@H]1CN([C@H](C)CO)C(=O)CCCn2nncc2CO[C@H]1CN(C)S(=O)(=O)c1ccc(Oc2ccccc2)nc1	4	-0.1	-4	-1	i	-8	-6	-1	-0.4
38	CC(=O)c1cccc(NC(=O)c2ccc(NS(=O)(=O)c3c(C)noc3C)cc2)c1	-6	-0.2	-4	-1	i	-2	10	6	-0.2
39	O=C(CCC(=O)N1CCOc2ccc(Cl)cc21)NCc1ccccc1	-3	0.6	1	-2	i	10	-5	5	0.3
40	O=C(Nc1ccc(S(=O)(=O)Nc2nccs2)cc1)/C(=C/c1ccccc1Cl)NC(=O)c1ccccc1	7	-0.4	-5	3	i	-4	-7	13	1.2
41	O=C(NCc1ccco1)c1ccc2c(c1)C(=O)N(Cc1ccccc1)C2=O	5	-1.0	0	1	i	-16	-6	10	-0.5
42	Cc1ccc2nc(NC(=O)Cn3nc(C)c([N+](=O)[O-])c3C)sc2c1	-7	0.1	-9	-2	i	5	-5	2	0.1
43	Cc1ccccc1NC(=O)CSCc1nc(N)nc(Nc2ccccc2C)n1	1	-1.0	-11	-5	i	0	-1	-6	0.8
44	O=C(Nc1nc(-c2cccc3ccccc23)cs1)c1ccc2c(c1)S(=O)(=O)c1ccccc1C2=O	4	-0.8	0	-7	i	4	-2	-15	0.0
45	Cc1ccc(Cl)cc1N(CC(=O)NCc1ccccc1)S(C)(=O)=O	2	-0.6	-3	1	i	0	1	-1	0.3
46	Cc1ccc2oc(=O)n(CC(=O)OCCC(C)C)c2c1	1	-1.2	-5	-4	i	6	-4	-8	-1.2
47	CCc1[nH]nc(C(=O)N2CCCC(C(=O)c3cccc(OC(C)C)c3)C2)c1C (stereo not drawn)	1	0.1	0	0	i	-11	-14	2	0.5
48	Cc1cc(OC(=O)c2c(C)cc(OC(=O)c3c(C)cc(O)cc3O)cc2O)cc(O)c1C(=O)O	6	0.6	0	0	i	-7	-5	11	-0.3
49	CCOC(=O)COc1cccc2c(=O)n(CC(N)=O)ccc12	-2	-0.1	-4	-1	i	-6	8	8	0.7
50	COC(=O)c1c(-c2cc(C)ccc2C)csc1NC(=O)C1CC=CCC1C(=O)O (stereo not drawn)	-9	-0.1	-2	-4	i	-8	2	4	-0.9

(further entries)
#	SMILES	CSN deneddyl inh	TbMetRS inhib	MsrA act	Rin1 Abl inh	Neddyl block	FAS TE block	eLon inh	PABP1 MLLE inh	MsrA inhibitor
51	O=S(=O)(NCC(c1cccnc1)N1CCOCC1)c1ccc(Cl)cc1 (stereo not drawn)	4	0.9	-1	0	i	-6	3	1	-0.6
52	O=C(Nc1cccc(Cl)c1)Nc1ccnc(-c2cccnc2)n1	8	-0.2	-1	1	i	2	-10	4	0.6
53	O=C(CSc1nc2ccccc2n1S(=O)(=O)c1ccccc1)N1CCCCC1	0	-0.2	-2	0	i	-3	-17	-5	-1.0
54	COc1ccc(S(=O)(=O)Nc2c(C(=O)O)[nH]c3ccccc23)cc1OC	2	0.2	-2	-1	i	-12	-6	-1	-0.6
55	Cn1c(OCc2ccc3c(c2)OCO3)nc2c1c(=O)n(Cc1ccc(Cl)c(Cl)c1)c(=O)n2C	4	0.1	-2	-2	i	20	-8	-2	-0.1
56	Cn1c(SCC(=O)Nc2nc(C(C)(C)C)cs2)nnc1C1CC1	13	-0.2	7	1	i	1	-7	-7	0.1
57	O=C(O)CCn1ncc2ccccc2c1=O	-6	0.1	-4	2	i	-7	-2	-5	-0.9
58	CC(C)(C)n1nnnc1C(c1cccs1)N(Cc1ccc(Cl)cc1)CC1CCCO1 (stereo not drawn)	2	-0.6	-3	-5	i	20	2	-1	0.7
59	COc1ccc(NC(=O)C23CCC(C2)C(C)(C)C3=O)cc1 (stereo not drawn)	0	0.7	-3	0	i	-4	1	-7	0.8
60	COC(=O)c1cc(OC)c(OC)cc1NC(=O)c1ccc(C)cc1	-2	-1.1	-11	-4	x	5	1	-8	-1.0
61	COc1ccc(CNC(=O)CN2CCN(S(=O)(=O)c3cc(Br)ccc3Br)CC2)cc1OC	3	-0.3	-4	4	i	5	7	-41	-1.3
62	Cc1cc(Cl)ccc1Oc1nc(-c2ccc(F)cc2)ccc1C#N	5	-0.3	-2	-3	i	1	-3	-1	0.9
63	CCCOC(=O)c1ccc(Nc2cc(C)nc3ncnn23)cc1	5	-0.6	-1	0	i	-4	1	-2	1.4
64	Cc1cccc(C)c1OCC(O)CNC(C)c1ccccc1 (stereo not drawn)	4	-1.2	1	0	i	-2	-2	7	0.9
65	c1ccc(CSc2nnc3ccc(-c4ccncc4)nn23)nc1	-1	-1.0	-8	-7	i	-4	0	-1	0.0
66	CCCCC(=O)NC(=S)NNC(=O)c1ccc(Cl)cc1Cl	0	-0.3	1	1	i	-2	-2	17	-0.1

Results in FAS TE block and eLon inh, for three of the compounds above:
| nr | Compound | FAS TE block | eLon inh |
| --- | --- | --- | --- |
| 61 | COc1ccc(CNC(=O)CN2CCN(S(=O)(=O)c3cc(Br)ccc3Br)CC2)cc1OC | 5 | 7 |
| 62 | Cc1cc(Cl)ccc1Oc1nc(-c2ccc(F)cc2)ccc1C#N | 1 | -3 |
| 63 | CCCOC(=O)c1ccc(Nc2cc(C)nc3ncnn23)cc1 | -4 | 1 |
